UTI89 phage lysis = inhibition of K1F phage lysis, E. coli UTI89, bacterial capsule biogenesis inhibitors, alamar blue (AID 488966) | E. coli UTI89 K1F phage lysis, alamar blue, 2 h; higher % means a stronger effect | inhibition, % at 100 µM, or IC50 in µM where a hit was titrated | 340,000 tested, 0.02% active;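 active = phage lysis inhibition, versus mean bacterial control, above a set limit; inconclusive = no clear call, values can overlap the other calls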;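 note: capsule biogenesis inhibitors block K1F phage lysis so surviving cells raise fluorescence; higher fluorescence means more inhibition of phage lysis; actives were called in the ten point dose series up to 300 µM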
Dengue-2 NS5 capping = Dengue-2 NS5 methyltransferase inhibitors, primary screen, biochemical, confirmation dose response (AID 588689); Dengue-2 NS5 methyltransferase capping enzyme assay, biochemical; higher % means a stronger effect; inhibition, % at 25 µM; hits with a dose series show IC50 in µM; 340,000 tested, 0.3% active; in the data active = a potency from the dose series; inconclusive = inhibition above about 29% without an active follow-up result
NTR1 agonist = NTR1-driven beta-arrestin-GFP spot formation – imaging, U2OS cells, high content, primary screen (AID 493036) | 330,000 tested, 0.17% active | P30989 | activation, % at 20 µM | agonist mode;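 active = activation at or above 40% of the spot to cytoplasm intensity ratio, with at least 20 cells analyzed; inconclusive = wells under 20 cells, flagged as cytotoxic or low count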;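 note: 0% = DMSO without peptide and 100% = 100 nM NTR1 peptide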
Target sequence (P30989 whole entry, looked up): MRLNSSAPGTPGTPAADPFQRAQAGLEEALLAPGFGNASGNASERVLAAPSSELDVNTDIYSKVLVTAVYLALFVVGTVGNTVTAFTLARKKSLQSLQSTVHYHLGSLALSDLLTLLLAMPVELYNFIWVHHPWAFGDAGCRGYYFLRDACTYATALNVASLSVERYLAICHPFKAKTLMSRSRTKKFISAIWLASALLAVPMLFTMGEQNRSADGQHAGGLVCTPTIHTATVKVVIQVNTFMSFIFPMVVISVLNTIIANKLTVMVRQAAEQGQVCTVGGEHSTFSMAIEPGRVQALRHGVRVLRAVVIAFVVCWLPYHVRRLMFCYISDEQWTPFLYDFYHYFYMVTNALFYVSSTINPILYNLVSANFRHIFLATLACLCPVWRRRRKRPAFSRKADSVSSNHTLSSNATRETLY
Large T inhibition = SV40 large T antigen inhibitors, biochemical (AID 1903); SV40 large T antigen ATPase/helicase inhibition assay; higher % means a stronger effect; inhibition, % at 20 µM, or IC50 in µM where a hit was titrated; 310,000 tested, 0.39% active; in the data active = a potency from the dose series; inconclusive = inhibition mostly from about 32% at the one dose, without a potency; inactive = the rest, 99 in 100 with inhibition below about 32%; note: strong numbers were not always called active
AID2073 = disruptors of CaV2.2 binding to Mint1 – biochemical, HTRF (AID 2073); HTRF protein-protein interaction, Mint1-CaV2.2; higher % means a stronger effect; inhibition, % at 20 µM; hits with a dose series show IC50 in µM; 290,000 tested, 0.19% active; in the data active = inhibition mostly above about 51%, no sharp cut-off; inconclusive = no clear call, values can overlap the other calls; inactive = mostly below about 53%; note: some results filed as inactive read as strong as hits
MgcRacGAP inhibition = MgcRacGAP GTPase-activating activity inhibitors, confirmation, biochemical, ADP Hunter fluorescence; MgcRacGAP-stimulated Rac1 GTP hydrolysis, ADP Hunter fluorescence; higher % means a stronger effect; GST-tagged Rac1 F28L mutant substrate; inhibition, % at 30 µM; hits with a dose series show IC50 in µM; 340,000 tested, 0.6% active; AID 624330;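 active = first-screen hits whose inhibition reached a set limit at any dose in the follow-up dose series; inconclusive = inhibition above the set first-screen limit but never retested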;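 note: fluorescence reports GDP produced by GAP-driven GTP hydrolysis; strong numbers were not always called active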
RSV CPE inhibition = RSV antiviral activity via CPE protection, HEp-2 cells, primary 10 µM value included (AID 2391); one-dose CPE inhibition, % at 10 µM; IC50 in µM for titrated hits; 310,000 tested, 0.13% active; HEp-2 cells, RSV-induced CPE inhibition; higher % means a stronger effect; in the data active = a potency from the dose series; inconclusive = CPE inhibition mostly from about 23% at the one dose, without a potency; inactive = the rest, 99 in 100 with CPE inhibition below about 21%; note: strong numbers were not always called active
SIAH1 antagonists = Siah-1 peptide-binding antagonists, primary screen, biochemical, fluorescence polarization, rhodamine-plectin, uHTS (AID 1817); Siah-1 / rhodamine-plectin peptide fluorescence polarization; higher % means a stronger effect; displacement, % at 20 µM, or IC50 in µM where a hit was titrated; 290,000 tested, 0.02% active;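 active = displacement of at least 50% at 20 µM, with a fluorescence ratio check between 0.3 and a set limit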;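 note: plate controls were Siah plus tracer with DMSO for no effect and tracer alone without Siah for full effect; strong numbers were not always called active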
West Nile antiviral = inhibition of WNV-induced cytopathic effect – cell-based, CPE readout (AID 1621); 290,000 tested, 0.02% active; CPE inhibition, % at 10 µM, or IC50 in µM where a hit was titrated; West Nile virus-infected cells, CPE inhibition; higher % means a stronger effect; in the data active = a potency from the dose series; inconclusive = CPE inhibition mostly from about 3.7% at the one dose, without a potency; inactive = the rest, 99 in 100 with CPE inhibition below about 2.2%; note: strong numbers were not always called active
NTR1 agonist cell count 20 µM = also measured in NTR1 agonist; calls as there; cell count; measured here: cell count, cytotoxicity flag
Dengue-2 NS5 capping pilot replicate = further read-out of Dengue-2 NS5 capping, marked with its call; inhibition, %; measured here: pilot screen replicate inhibition
The depositor's hits bear a star; ? = inconclusive; / = not tested or not shown; [ ] = dose if it differs, or a comment.

SMILES	UTI89 phage lysis	Dengue-2 NS5 capping	NTR1 agonist	NTR1 agonist cell count 20 µM	Large T inhibition	AID2073	MgcRacGAP inhibition	RSV CPE inhibition	SIAH1 antagonists	West Nile antiviral	others
COc1ccc(-c2noc(Cc3ccccc3OC)n2)cc1	-0.3%	3%	2.4	50	6%	-6%	5%	4.9%	0%	-0.1%
Cc1cc(C)cc(C(=O)NCCCN2CCOCC2)c1	2.2%	/	0.7	69	-4%	6%	17%	1.7%	-1%	-0.3%
Cc1ccc(C)c(Nc2nc3c(S(=O)(=O)c4ccccc4)nnn3c3ccccc23)c1	3.3%	2%	4.5	55	8%	1%	-4%	8.7%	5%	0.1%
N#C/C(=C/N1CCOCC1)c1ccccc1	0.6%	-3%	1.4	35	22%	6%	3%	1.7%	-3%	0.1%
CN(C)NC(=S)NC1CCS(=O)(=O)C1 (stereo not drawn)	0.2%	2%	-0.5	41	4%	-17%	10%	0.1%	-5%	0.4%
O=C(N/N=C1\CC2CC=CC12)c1ccc(COc2ccccc2)cc1 (stereo not drawn)	-0.1%	-8%	-0.5	79	-6%	9%	11%	1.9%	1%	-0.2%
Cn1c(=O)c2c(SCC(=O)N3CCOCC3)nc(CC(C)(C)C)nc2n(C)c1=O	/	/	/	/	3%	-21%	/	/	9%	-0.1%
COc1ccc(C(=O)NCCCNC(=O)c2cnccn2)cc1Br	0.4%	-6%	-0.3	46	9%	-5%	7%	1.4%	2%	-0.1%
Cc1cc(=O)n2c(c1C#N)SC1CCCCC12O (stereo not drawn)	4.0%	-3%	1.2	48	9%	-6%	4%	-0.5%	11%	0.2%
Cc1ccc(C(=O)NC2CCCCNC2=O)cc1C (stereo not drawn)	-1.3%	4%	0.0	60	4%	3%	-7%	1.8%	12%	-0.2%
O=C(Cc1ccc([N+](=O)[O-])cc1)Nc1cc(C(F)(F)F)cc(C(F)(F)F)c1	1.1%	5%	-0.6	48	7%	-2%	8%	/	-2%	-0.6%
O=C1c2ccsc2SCCN1Cc1ccc(Cl)cc1Cl	0.7%	3%	3.9	56	1%	3%	7%	9.6%	2%	0.1%
CC(=O)Nc1cccc(C(=O)OCC(=O)NC2CCCCCCC2)c1	-0.1%[50 µM]	7%	2.7	64	/	/	-1%	-0.1%	/	/
O=C(Cn1cc([N+](=O)[O-])ccc1=O)NCC1COc2ccccc2O1 (stereo not drawn)	0.5%[50 µM]	-7%	-1.2	52	/	/	5%	0.0%	/	/
CCNc1nc(=S)nc(NCc2ccccc2)[nH]1	/	/	-0.7	54	7%	-20%	/	?	-5%	-0.4%
Cc1cc(C)nc(NC(=O)c2c(-c3ccccc3Cl)noc2C)n1	0.6%	4%	0.0	75	-1%	-2%	5%	0.0%	2%	-0.3%
Cc1cccn2c(=O)c3cc(C(=O)N4CCN(Cc5ccccc5)CC4)sc3nc12	0.1%[50 µM]	-2%	0.3	58	/	/	7%	1.0%	/	/
CCC(C)C(NS(=O)(=O)c1ccc(C)cc1)C(=O)NCCCN1CCOCC1 (stereo not drawn)	0.4%	-2%	0.7	68	7%	4%	0%	1.3%	6%	-0.2%
COc1ccc(NC(=S)N(CCO)Cc2cc3c(C)cc(C)cc3[nH]c2=O)cc1	0.3%	-1%	0.3	51	9%	-7%	8%	0.9%	-5%	-0.3%
COc1ccc(OCc2nnc(SCC(=O)Nc3ccccc3C#N)o2)cc1	0.8%	-3%	-0.1	48	25%	1%	2%	0.4%	-1%	-0.4%
COCc1c(C(=O)N/N=C\c2cccs2)nnn1-c1nonc1N	0.2%	-12%	3.0	55	10%	-2%	6%	2.0%	1%	-0.9%
CC1(NC(=O)CCc2nc3ccccc3c(=O)[nH]2)CCS(=O)(=O)C1 (stereo not drawn)	0.8%[50 µM]	-3%	0.6	65	6%	-7%	8%	1.4%	-3%	0.0%
Cc1cccc(C(=O)NCC(=O)N2CCN(c3ccccn3)CC2)c1	1.1%[50 µM]	-5%	1.5	78	/	/	10%	/	/	/
COc1ccc2[nH]cc(CCN3C(=O)CCC3=O)c2c1	1.3%	8%	-0.4	40	4%	-5%	3%	2.6%	0%	0.4%
CCCc1nc2scc(-c3ccc(C)cc3)c2c(=O)n1N	-1.3%	-6%	-0.6	73	-2%	16%	3%	7.1%	-4%	-0.7%

New compounds follow.
SMILES	UTI89 phage lysis	Dengue-2 NS5 capping	NTR1 agonist	NTR1 agonist cell count 20 µM	Large T inhibition	AID2073	MgcRacGAP inhibition	RSV CPE inhibition	SIAH1 antagonists	West Nile antiviral	others
CCCCCC(=O)Nc1cccc(-c2nc3ncccc3o2)c1	1.9%	-4%	2.4	75	12%	10%	-1%	?	1%	0.1%
Cn1c(CNC(=O)OC(C)(C)C)n[nH]c1=S	0.2%	-4%	-0.9	77	13%	6%	-1%	1.4%	8%	1.4%
Cc1nn(CC(=O)Nc2ccc(N3CCOCC3)cc2)c(C)c1Cl	1.8%[50 µM]	5%	0.8	49	14%	7%	3%	1.9%	5%	-0.9%
O=C(CN1C(=O)c2ccccc2C1=O)OC(C(=O)c1ccc(Cl)cc1)c1ccccc1 (stereo not drawn)	5.1%	-3%	-1.7	83	6%	?	10%	0.9%	6%	-0.3%
COc1ccc(CNC(=O)c2ccc(CS(=O)c3ccccc3)o2)cc1 (stereo not drawn)	0.1%	-11%	-0.6	54	6%	8%	12%	0.2%	-2%	-0.7%
Cc1ccc(C(=O)NC(=S)NCC2CCCO2)cc1Br (stereo not drawn)	-0.2%	7%	1.2	67	6%	-4%	4%	15%	5%	-1.4%
O=C(N/N=C/c1cn(Cc2cccc(F)c2)c2ccccc12)c1cc(O)cc(O)c1	-1.3%[50 µM]	25%	2.8	53	34%	35%	14%	1.9%	43%	0.2%
CC(NC(=O)CCc1nc2cc(S(=O)(=O)N3CCOCC3)ccc2n1C)c1ccc(S(N)(=O)=O)cc1 (stereo not drawn)	0.3%	-7%	0.1	51	11%	4%	3%	0.3%	5%	-0.2%
CCN(CC)Cc1ccccc1Sc1ccccc1	-1.1%	7%	/	/	17%	-6%	0%	1.9%	2%	-1.0%
COc1cccc(OC2OC3COC(C)(C)OC3C(O)C2NC(C)=O)c1 (stereo not drawn)	0.8%	-6%	0.1	58	7%	4%	-6%	1.5%	9%	-0.1%
Cc1ccc(S(=O)(=O)Nc2ccncc2)c(C)c1N(C)S(=O)(=O)c1ccc(Cl)cc1	1.5%	-4%	3.9	42	5%	-3%	4%	3.7%	-1%	0.2%
COC(=O)c1ccccc1S(=O)(=O)N1CCC(C(=O)OC(C)C(=O)Nc2ccc(NC(C)=O)cc2)CC1 (stereo not drawn)	0.3%[50 µM]	-1%	-0.1	49	24%	-1%	5%	2.3%	0%	1.4%
COc1ccc(CNC(=O)c2ccc[nH]2)cc1Cl	-0.5%	-14%	0.4	53	1%	-2%	-2%	-1.4%	2%	-0.6%
CCOC(=O)NNC(=S)Nc1c(C)n(C)n(-c2ccccc2)c1=O	2.4%[50 µM]	-8%	-0.9	66	9%	-34%	12%	0.9%	2%	0.3%
NC(=O)c1ccc(-c2csnn2)cc1	/	/	1.7	55	5%	4%	/	3.3%	4%	0.3%
CN1CCN(C(=O)CNC(=O)Cc2ccc(Cl)cc2)CC1	1.0%	-11%	-0.4	51	4%	7%	3%	0.6%	2%	-0.7%
CN(C1CCCCC1)S(=O)(=O)c1ccc(C(=O)Nc2sc3c(c2C(N)=O)CC(C)(C)NC3(C)C)cc1	-0.1%	-4%	1.3	42	16%	12%	8%	-0.1%	0%	0.1%
CC(O)CNc1cnccn1 (stereo not drawn)	0.0%	8%	-1.9	83	7%	20%	-5%	0.6%	4%	1.5%
O=C(CSc1nnc(NC(=O)c2ccc3c(c2)OCO3)s1)NCc1ccco1	0.5%	4%	1.1	86	5%	23%	5%	1.5%	-1%	-0.7%
CC(CNc1nc2ccccc2n2cnnc12)c1ccccc1 (stereo not drawn)	-0.1%	-9%	6.3	56	3%	-5%	6%	-2.7%	10%	-0.6%
Cc1cc(C(C)(C)C)oc1C(=O)N(CC(=O)NC1CCCC1)c1ccc(F)cc1	3.9%	-2%	2.0	61	5%	2%	3%	6.1%	-4%	-1.4%
O=[N+]([O-])c1ccc(N2CCN(c3ccc([N+](=O)[O-])cc3CO)CC2)c(CO)c1	0.2%	6%	4.2	96	10%	4%	3%	1.9%	2%	-0.7%
COC(=O)c1cccc(C23CC4(C2)[C@H](CN(C)[C@@H]4c2ccccc2)C3c2ccc(C(F)(F)F)cc2)c1 (stereo partly drawn)	1.1%	0%	0.1	95	13%	14%	5%	3.5%	-4%	-0.4%
Cc1cc(/C=N/Nc2ccc([N+](=O)[O-])cn2)c(C)n1-c1ccc(C(=O)O)cc1	-0.1%	-6%	2.8	7	41%	41%	55%	4.9%	23%	1.4%
Cc1ccc(C(=O)CSc2nnc(-c3ccccc3)n2-c2ccccc2)o1	8.6%	-7%	0.0	74	8%	-1%	7%	0.2%	-1%	-0.6%

Continuation:
SMILES	UTI89 phage lysis	Dengue-2 NS5 capping	NTR1 agonist	NTR1 agonist cell count 20 µM	Large T inhibition	AID2073	MgcRacGAP inhibition	RSV CPE inhibition	SIAH1 antagonists	West Nile antiviral	others
CC1CCN(S(=O)(=O)c2cccc(S(=O)(=O)N3CCCC3)c2)CC1	0.9%	-1%	1.8	55	5%	1%	7%	0.1%	-4%	-0.2%
Cc1ccccc1N=C1SCCN1C(=O)CN1C(=O)NC2(CCCC2)C1=O	0.2%[50 µM]	-3%	0.0	55	12%	/	6%	-0.3%	/	/
CC(C)c1ccccc1NC(=O)CCc1nc2ccccc2s1	4.7%	5%	-0.5	48	8%	-34%	22%	2.9%	33%	-0.7%
Cc1[nH]n(-c2ccccc2)c(=O)c1C(=O)c1ccc([N+](=O)[O-])cc1	0.4%	/	0.6	37	1%	-3%	2%	1.4%	4%	1.0%
COc1ccc(S(=O)(=O)N(C)C[C@H]2Oc3c(NC(=O)Nc4c(C)noc4C)cccc3C(=O)N([C@@H](C)CO)C[C@H]2C)cc1	0.1%	0%	-1.3	68	/	/	4%	/	/	/	Dengue-2 NS5 capping pilot replicate=-0.3
O=C(CSc1nc2ccccc2n1S(=O)(=O)c1cccc([N+](=O)[O-])c1)NCCc1ccccc1	4.9%	-2%	0.5	35	10%	-6%	1%	2.0%	-3%	-0.6%
Cc1nnc2c(N(C)S(=O)(=O)c3ccccc3)nc3ccccc3n12	0.0%	0%	-0.2	71	6%	-2%	1%	1.8%	9%	-0.2%
O=C(NC1Cc2ccccc2C1)c1cc(COc2cccc(C(F)(F)F)c2)on1	0.6%	5%	-0.1	47	5%	-1%	7%	3.2%	-2%	-0.7%

Screens as filed in PubChem.
